TR SRC2 fluor cs: Total Fluorescence Counterscreen for Inhibitors of the Interaction of Thyroid Hormone Receptor and Steroid Receptor Coregulator 2 | Potency, µM (series often up to 106 µM), inactives show at the highest dose fluorescence change, negative = quenching | TRb/SRC2 Texas Red total fluorescence interference | 280,000 tested, 0.29% active; active = well fitted curve in either direction with a large enough effect; inconclusive = small, poorly fitted or top-dose-only effect
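Flags fluorescent or light-absorbing compounds by total fluorescence, S + 2P, at 555 nm excitation and 632 nm emission. Mixture: 20 nM Texas Red SRC2 peptide, 0.6 uM human TRb LBD, 1 uM T3, 5% DMSO; compound exposure 5 h at ambient temperature.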
L3MBTL1 block: qHTS Assay for the Inhibitors of L3MBTL1. AlphaScreen L3MBTL1–H3K9me1 peptide binding. Potency, µM (highest dose often 57.1 µM), for inactives: at the top dose activity, negative = inhibition, actives largely listed as inhibitors. 230,000 tested, 0.66% active; also: nearly all actives have a fitted effect of over 60% in size
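First, the protein-peptide complex forms for 30 min at room temperature (L3MBTL1 50 nM, biotinylated H3K9me1 peptide 75 nM). Next, compounds are pin-transferred and incubated 30 min. Finally, AlphaScreen beads are added and read after 30 min.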
GoLoco inh red: qHTS Assay for Inhibitors of RGS12 GoLoco Motif Activity (Red Fluorophore) | 230,000 tested, 0.44% active | Potency, µM (series often up to 61.6 µM), for inactives: at the top dose activity, negative = inhibition, actives largely listed as inhibitors | AID 880, 2007 | Gai1:RGS12 GoLoco peptide FP, rhodamine, 10 min; active = well fitted inhibition curve with a large enough effect, not every such curve was filed as active; inactive = no such curve, though single readings can be large or run the other way; also: nearly all actives have a fitted effect of over 30% in size; many of its hits are not listed in these tables
Target sequence (P63096 whole entry, looked up): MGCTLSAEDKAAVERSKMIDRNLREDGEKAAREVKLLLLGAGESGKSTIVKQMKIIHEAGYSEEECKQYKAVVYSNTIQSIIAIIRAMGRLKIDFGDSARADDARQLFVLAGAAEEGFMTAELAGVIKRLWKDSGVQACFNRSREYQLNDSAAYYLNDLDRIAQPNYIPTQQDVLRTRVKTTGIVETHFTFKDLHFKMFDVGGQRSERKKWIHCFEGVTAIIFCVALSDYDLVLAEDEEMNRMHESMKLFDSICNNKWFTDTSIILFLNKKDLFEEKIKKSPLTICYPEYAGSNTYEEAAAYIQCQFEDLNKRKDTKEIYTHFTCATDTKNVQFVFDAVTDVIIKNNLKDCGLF
TRb-SRC2 inh: qHTS for Inhibitors of the Interaction of Thyroid Hormone Receptor and Steroid Receptor Coregulator 2 | Thyroid hormone receptor beta (Homo sapiens), P10828 | TRbeta-SRC2 peptide binding, fluorescence polarization; receptor liganded with 1 µM T3 | Potency, µM (highest dose often 106 µM), inactives show at the top dose activity change, negative = inhibition, actives largely listed as inhibitors | 280,000 tested, 0.065% active;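 also: plate controls were bound peptide for no effect and peptide without receptor for full effect; nearly all actives have a fitted effect of over 50% in size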
Target sequence (P10828 whole entry, looked up): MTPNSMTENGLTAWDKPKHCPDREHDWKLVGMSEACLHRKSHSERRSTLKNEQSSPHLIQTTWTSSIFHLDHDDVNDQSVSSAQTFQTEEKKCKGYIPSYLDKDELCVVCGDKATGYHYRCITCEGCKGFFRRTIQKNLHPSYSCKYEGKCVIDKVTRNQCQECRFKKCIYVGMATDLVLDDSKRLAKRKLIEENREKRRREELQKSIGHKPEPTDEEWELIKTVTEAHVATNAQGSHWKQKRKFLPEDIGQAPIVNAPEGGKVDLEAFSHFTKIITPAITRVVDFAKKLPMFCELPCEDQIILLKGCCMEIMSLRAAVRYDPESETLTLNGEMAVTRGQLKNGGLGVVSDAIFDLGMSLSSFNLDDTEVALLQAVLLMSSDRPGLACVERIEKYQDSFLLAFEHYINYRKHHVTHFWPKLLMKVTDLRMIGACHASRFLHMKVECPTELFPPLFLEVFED
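Polarization signal, normalized between peptide-alone and full complex controls, measured compound effects on T3-liganded human TRb LBD (0.6 uM) binding 20 nM Texas Red SRC2 peptide after 5 hr.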
GAA glycogen: qHTS Assay for Inhibitors and Activators of Human alpha-Glucosidase Cleavage of Glycogen. recombinant GAA, glycogen substrate, Amplex Red glucose oxidase fluorescence. Potency, µM (top dose mostly 76.4 µM), without a hit: at the top dose activity change, negative = inhibition, most hits filed as inhibitors. 300,000 tested, 0.38% active. Lysosomal alpha-glucosidase (Homo sapiens), P10253;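 also: 0% = full enzyme reaction and -100% = no-enzyme basal signal; the screen sought inhibitors and activators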
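Recombinant human alpha-glucosidase (4 nM final) hydrolysed bovine liver glycogen (30 ug) for 40 min at 37 C in pH 5.0 citrate/phosphate with 0.01% Tween-20. Released glucose detected by glucose oxidase/Amplex Red, Ex 573/Em 610 nm. Compounds up to 77 uM; AC50 from Hill fits.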
RECQ1 helicase: qHTS Assay for Inhibitors of RecQ-Like Dna Helicase 1 (RECQ1); ATP-dependent DNA helicase Q1 (Homo sapiens), P46063; RECQ1 DNA unwinding, red fluorescence kinetic read; Potency, µM (titrated, usually from 57.3 µM), inactives show top-dose activity, negative = inhibition, usual class: inhibitors; 240,000 tested, 0.54% active; AID 2549, 2010;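 also: plate controls were vehicle for no effect and no enzyme for full effect; nearly all actives have a fitted effect of over 30% in size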
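RECQ1T1 50 nM; forked duplex (20 bp + 30-nt ss tails) 200 nM, ATP 2 mM final; pH 8.0, 2 mM MgCl2, 2.5 ug/ml poly(dI-dC); 15 min compound preincubation; discontinuous kinetic read over 2 h at RT.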
GAA spleen mod: qHTS Assay for Inhibitors and Activators of Human alpha-Glucosidase From Spleen Homogenate. 240,000 tested, 0.006% active. Potency, µM (doses to about 79.9 µM), without a hit: at the highest dose activity change, negative = inhibition, usual class: inhibitors. human spleen homogenate, 4-MU-alpha-glucoside fluorescence;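 also: 0% = enzyme with vehicle and -100% = no enzyme basal signal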
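Enzyme source: human spleen homogenate, 1 ug/well. Buffer 50 mM citric acid/K phosphate pH 5.0, 0.01% Tween-20. 4-MU-alpha-glucoside 1 mM; 37 C x 40 min; NaOH/glycine stop; fluorescence.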
GAA inhib: qHTS Assay for Inhibitors of Human alpha-Glucosidase as a Potential Chaperone Treatment of Pompe Disease | Potency, µM (doses to about 76.9 µM), inactives show at the highest dose activity change, negative = inhibition, usual class: inhibitors | 200,000 tested, 0.005% active | purified human GAA, 4-MU-alpha-glucoside fluorescence;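 also: plate controls were uninhibited enzyme wells for no effect and no-enzyme background for full effect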
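qHTS format, compound range up to 77 uM. Human lysosomal enzyme at 4 nM, 400 uM 4-MU glucoside substrate, pH 5.0, 20 min room temperature; fluorescence after alkaline stop gives activity normalized to controls.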
The depositor's hits bear a star; [ ] = another dose, or the depositor's remark. Unless noted, calls follow the shape of the dose curve; as a rule, active = well fitted curve in the direction sought with a large enough effect; inconclusive = small, poorly fitted or top-dose-only effect, or another doubt; inactive = no such curve, though single readings can be large; an effect the other way counts as inactive or inconclusive. Unless noted, % is scaled to controls: 0 for no effect and ±100 for the full control effect; potency is read from the fitted curve at half-maximal effect. An excerpt. The share of hits here may be higher or lower than overall.

Preview:
Results for CC(=O)c1ccc(NC(=O)COC(=O)c2nc(Cl)ccc2Cl)cc1 ?
TR SRC2 fluor cs: -2%; L3MBTL1 block: -5%; GoLoco inh red: 12%; TRb-SRC2 inh: -5%; GAA glycogen: -5%; RECQ1 helicase: 17%; GAA spleen mod: 7%; GAA inhib: 11%

Results for Cc1snc(S(=O)(=O)/C(C#N)=N/Nc2ccc(C(F)(F)F)cc2)c1C#N ?
TR SRC2 fluor cs: -4%; GoLoco inh red: 3%; TRb-SRC2 inh: -3%; GAA glycogen: -4%; RECQ1 helicase: -9%; GAA spleen mod: -22%; GAA inhib: -5%

What do the screens show for `CCOc1ccc(OCc2ccc(C(=O)N3CCOCC3)cc2)cc1`?
TR SRC2 fluor cs: 0%; L3MBTL1 block: -5%; GoLoco inh red: 4%; TRb-SRC2 inh: 5%; GAA glycogen: -4%; RECQ1 helicase: -6%; GAA spleen mod: -6%; GAA inhib: 3%

Main list, from the start:
Results for CC(=O)c1ccc(NC(=O)COC(=O)c2nc(Cl)ccc2Cl)cc1 ?
TR SRC2 fluor cs: -2%; L3MBTL1 block: -5%; GoLoco inh red: 12%; TRb-SRC2 inh: -5%; GAA glycogen: -5%; RECQ1 helicase: 17%; GAA spleen mod: 7%; GAA inhib: 11%

Results for Cc1snc(S(=O)(=O)/C(C#N)=N/Nc2ccc(C(F)(F)F)cc2)c1C#N ?
TR SRC2 fluor cs: -4%; GoLoco inh red: 3%; TRb-SRC2 inh: -3%; GAA glycogen: -4%; RECQ1 helicase: -9%; GAA spleen mod: -22%; GAA inhib: -5%

What do the screens show for `CCOc1ccc(OCc2ccc(C(=O)N3CCOCC3)cc2)cc1`?
TR SRC2 fluor cs: 0%; L3MBTL1 block: -5%; GoLoco inh red: 4%; TRb-SRC2 inh: 5%; GAA glycogen: -4%; RECQ1 helicase: -6%; GAA spleen mod: -6%; GAA inhib: 3%

What do the screens show for `COc1ccc(Cc2nnc(NC(=O)CSc3ccc(Cl)cc3)s2)cc1OC`?
TR SRC2 fluor cs: -1%; L3MBTL1 block: 14%; GoLoco inh red: -3%; TRb-SRC2 inh: 10%; GAA glycogen: 12%; RECQ1 helicase: 0%; GAA spleen mod: -4%; GAA inhib: 3%

Results for Cc1cc(C)c(S(N)(=O)=O)c(C)c1-n1cnnn1 ?
TR SRC2 fluor cs: 2%; L3MBTL1 block: -1%; GoLoco inh red: 1%; TRb-SRC2 inh: -3%; GAA glycogen: 0%; RECQ1 helicase: -4%; GAA spleen mod: -6%; GAA inhib: 5%

What do the screens show for `CCN(CC)CCCN1C(=O)C(=O)/C(=C(/O)c2ccc3c(c2)CC(C)O3)C1c1ccncc1` (stereo unspecified)?
TR SRC2 fluor cs: 6%; L3MBTL1 block: 7%; GoLoco inh red: -1%; TRb-SRC2 inh: 2%; GAA glycogen: 1%; RECQ1 helicase: inactive; GAA spleen mod: 4%; GAA inhib: -3%

Results for CCCc1c(C(=O)Nc2cc(C(C)(C)C)on2)cnn1-c1ccccc1 ?
TR SRC2 fluor cs: -1%; L3MBTL1 block: -5%; GoLoco inh red: 14%; TRb-SRC2 inh: -2%; GAA glycogen: 0%; RECQ1 helicase: 0%; GAA spleen mod: -3%; GAA inhib: -7%

Results for COc1ccc(-c2nnc3n2N=C(c2cccc(Br)c2)CS3)cc1OC ?
TR SRC2 fluor cs: 1%; L3MBTL1 block: -7%; GoLoco inh red: 2%; TRb-SRC2 inh: -1%; GAA glycogen: -2%; RECQ1 helicase: 0%; GAA spleen mod: -4%; GAA inhib: -5%

What do the screens show for `O=C1CC(SC(=Nc2ccccc2)Nc2ccccc2)C(=O)N1c1cccc(Cl)c1` (stereo unspecified)?
TR SRC2 fluor cs: 0%; L3MBTL1 block: -1%; GoLoco inh red: -9%; TRb-SRC2 inh: 0%; GAA glycogen: -2%; RECQ1 helicase: 0%; GAA spleen mod: -14%; GAA inhib: inconclusive

What do the screens show for `CC(C)Cn1c(N)c(C(=O)COC(=O)C2CCCCC2)c(=O)n(C)c1=O`?
TR SRC2 fluor cs: -5%; L3MBTL1 block: 2%; GoLoco inh red: 13%; TRb-SRC2 inh: 5%; GAA glycogen: 11%; RECQ1 helicase: inactive; GAA spleen mod: -2%; GAA inhib: -5%

What do the screens show for `Nc1ccc(NC(=O)NC2CCCCC2)cc1[N+](=O)[O-]`?
TR SRC2 fluor cs: -7%; L3MBTL1 block: 0%; GoLoco inh red: 12%; TRb-SRC2 inh: -3%; GAA glycogen: -2%; RECQ1 helicase: inactive; GAA spleen mod: 3%; GAA inhib: 0%

Results for O=C1/C(=C/c2ccc(N3CCOCC3)o2)SC(=Nc2ccccc2)N1CCc1c[nH]c2ccccc12 ?
TR SRC2 fluor cs: 0%; L3MBTL1 block: -14%; GoLoco inh red: 220%[activator]; TRb-SRC2 inh: 6%; GAA glycogen: -9%; RECQ1 helicase: -19%; GAA spleen mod: -2%; GAA inhib: -19%

How did Oc1ccc(/C=C/c2cnccn2)cc1 do in these assays?
TR SRC2 fluor cs: -2%; L3MBTL1 block: 11%; GoLoco inh red: 3%; TRb-SRC2 inh: -3%; GAA glycogen: -27%; RECQ1 helicase: 8%; GAA spleen mod: -3%; GAA inhib: -11%

What do the screens show for `CC(C)OC(=O)c1cc(C(=O)c2cc(F)ccc2O)coc1=N`?
TR SRC2 fluor cs: -1%; GoLoco inh red: 50%[activator]; TRb-SRC2 inh: -3%; GAA glycogen: -1%; RECQ1 helicase: -7%; GAA spleen mod: 2%; GAA inhib: inconclusive

What do the screens show for `COc1ccc(C(C(=O)NC2CCCC2)N(C(=O)c2ccoc2C)c2ccccc2)cc1` (stereo unspecified)?
TR SRC2 fluor cs: 1%; L3MBTL1 block: 1%; GoLoco inh red: -6%; TRb-SRC2 inh: -10%; GAA glycogen: -1%; RECQ1 helicase: 8%; GAA spleen mod: -7%; GAA inhib: -20%

What do the screens show for `CCCCC1=CC2=CC(=O)C(C)(OC(=O)CC)C(=O)C2=CN1CCc1ccccn1` (stereo unspecified)?
TR SRC2 fluor cs: 3%[11.2 µM]; GoLoco inh red: 0%[14.2 µM]; TRb-SRC2 inh: 5%[11.2 µM]; GAA glycogen: 5%; RECQ1 helicase: -4%[11.5 µM]; GAA spleen mod: 5%[17.4 µM]

How did Cc1nn(C(C)(C)C)c(OC(=O)C2CCCC2)c1S(=O)(=O)c1ccccc1 do in these assays?
TR SRC2 fluor cs: -1%; L3MBTL1 block: 13%; GoLoco inh red: 4%; TRb-SRC2 inh: -9%; GAA glycogen: -8%; RECQ1 helicase: -13%; GAA spleen mod: -25%; GAA inhib: -1%

Results for Cc1c(O)cc(O)c2c(=O)c(-c3ccc(O)cc3)coc12 ?
TR SRC2 fluor cs: -2%; GoLoco inh red: 3%; TRb-SRC2 inh: -7%; RECQ1 helicase: inactive; GAA spleen mod: 9%

Results for O=C(Nc1ccccc1OC(F)F)c1ccc(Br)o1 ?
TR SRC2 fluor cs: -3%; L3MBTL1 block: 6%; GoLoco inh red: -2%; TRb-SRC2 inh: -1%; GAA glycogen: 3%; RECQ1 helicase: -1%; GAA spleen mod: 5%; GAA inhib: -4%

What do the screens show for `Cn1cccc1/C=N/NC(=O)C(O)c1ccccc1` (stereo unspecified)?
TR SRC2 fluor cs: -12%; GoLoco inh red: -3%; TRb-SRC2 inh: -7%; GAA glycogen: 11%; RECQ1 helicase: 14%; GAA spleen mod: -3%

Results for Cn1c(=O)n(Cc2ccco2)c(=N)c2c3c(sc21)CCCC3 ?
TR SRC2 fluor cs: 0%; L3MBTL1 block: -4%; GoLoco inh red: 5%; TRb-SRC2 inh: -6%; GAA glycogen: -3%; RECQ1 helicase: inactive; GAA spleen mod: -2%; GAA inhib: -2%

What do the screens show for `Cc1cc(OCC(=O)Nn2cnnc2)ccc1Br`?
TR SRC2 fluor cs: -1%; L3MBTL1 block: 7%; GoLoco inh red: 6%; TRb-SRC2 inh: -1%; GAA glycogen: 7%; RECQ1 helicase: 1%; GAA spleen mod: -6%; GAA inhib: -7%

Results for CCc1cc2c(=O)c(-c3ccc4c(c3)OCCO4)c(C)oc2cc1OS(C)(=O)=O ?
TR SRC2 fluor cs: 1%; L3MBTL1 block: -4%; GoLoco inh red: 14%; TRb-SRC2 inh: -1%; GAA glycogen: 10%; RECQ1 helicase: -4%; GAA spleen mod: -3%; GAA inhib: -4%

What do the screens show for `COc1ccc(N(Cc2cc3ccccc3[nH]c2=O)S(=O)(=O)c2ccccc2)cc1`?
TR SRC2 fluor cs: 3%; L3MBTL1 block: -6%; GoLoco inh red: 9%; TRb-SRC2 inh: 5%; GAA glycogen: -8%; RECQ1 helicase: -7%; GAA spleen mod: 0%

Results for N#CC1=C(N)SC(N)=C(C#N)C1c1ccnc2ccccc12 ?
TR SRC2 fluor cs: 3%; L3MBTL1 block: -4%; GoLoco inh red: 37%[activator]; TRb-SRC2 inh: -2%; GAA glycogen: -9%; RECQ1 helicase: 16%; GAA spleen mod: -11%; GAA inhib: -6%

Screening data from PubChem BioAssay.
